# CXXC DNA block: inhibitors of human MLL CXXC domain-DNA interaction; Potency, µM (series often up to 115 µM), inactives show top-dose activity change, negative = inhibition, usual class: inhibitors; 0.037% of 290,000 active; Q03164; MLL-CXXC / FITC-HOXA9 DNA fluorescence polarization; active = well fitted inhibition curve with a large enough effect in the polarisation, with a control signal flat, not every such curve was filed as active; inconclusive = small, poorly fitted or top-dose-only effect, or effect the other way, or a change in a side signal; inactive = no such curve, though single readings can be large or run the other way; the % refers to the polarisation; also: potency is read from the fitted curve at half-maximal effect
#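 Fluorescence polarization: 7 uM MLL-CXXC (stock) preincubated 5 min with compounds, then 50 nM fluorescein-HOX-A9 DNA (stock) added; 30 min ambient. Buffer 50 mM Tris-HCl pH 7.5, 50 mM NaCl, 1 mM DTT, 0.05% BSA.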
# PTAP TSG101 blk: blocks PTAP/TSG101 interaction to inhibit HIV-1 budding; Fluorescence polarization, FITC-PTAP peptide / Tsg101 binding; 340,000 tested, under 10 active; Potency, µM (doses to about 115 µM), for inactives: at the highest dose activity change, negative = inhibition, most hits filed as inhibitors; Q99816; active = well fitted inhibition curve with a large enough effect in the main read-out, with a control signal flat, not every such curve was filed as active; inconclusive = small, poorly fitted or top-dose-only effect, or effect the other way, or a change in a side signal; inactive = no such curve, though single readings can be large or run the other way; also: potency is read from the fitted curve at half-maximal effect; % of control where 0% means no effect
#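 Tsg101 binding domain (10 uM final) was mixed with compound and a FITC-labeled PTAP peptide (50 nM final) in HEPES pH 7.5 buffer with NaCl, Tween 20, EDTA and TCEP; fluorescence polarization was read after 20 min at r.t.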
# ASM inhibitor: human S-ASM enzyme inhibition | placental ASM, HMU-PC fluorogenic substrate, 60 min | Potency, µM (series often up to 57.5 µM), inactives show at the highest dose activity change, negative = inhibition, hits mostly inhibitors | 0.006% of 340,000 active | AID 504937; also: potency is read from the fitted curve at half-maximal effect
#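 Fluorogenic HMU-PC substrate (9 uM final) is turned over by placental ASM in 60 min at 37 C after a 10 min compound preincubation. Reaction ended by alkaline stop (pH 10), with fluorescence read at 386/447 nm.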
# TSHR antag: human thyrotropin receptor antagonism; activity change, negative = inhibition, % at 11.5 µM; P16473; AID 504810; 0.2% of 330,000 active; TSHR-expressing cells, TSH-stimulated cAMP HTRF, 2 h; hits give low values;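 active = activity change below a set negative limit, meaning inhibition stronger than a set level, cut at about -70% in these data; inconclusive = activity change between two set negative limits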; also: % is scaled to controls: 0 for no effect and ±100 for the full control effect
#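 Freshly harvested TSHR cells receive pin-tooled compound, then EC80 TSH at 4nM final. After 2 hours at 37 deg C, antibody in lysis buffer and cAMP-d2 are added; 30 minutes at ambient temperature precede the HTRF read.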
# MBNL1-CUG inh: inhibitors of human MBNL1 binding to CUG repeat RNA; Q9NR56; TR-FRET MBNL1-His/biotin-(CUG)12 binding, 665/545 ratio; Potency, µM (series often up to 57.5 µM), for the others: at the top dose activity change, negative = inhibition, usual class: inhibitors; 0.036% of 280,000 active; AID 2675; active = well fitted inhibition curve with a large enough effect in the signal ratio, with a control signal flat, not every such curve was filed as active; inconclusive = small, poorly fitted or top-dose-only effect, or effect the other way, or a change in a side signal; inactive = no such curve, though single readings can be large or run the other way; the % refers to the signal ratio; also: potency is read from the fitted curve at half-maximal effect; % is scaled to controls: 0 for no effect and ±100 for the full control effect
# Target sequence (Q9NR56 whole entry, looked up): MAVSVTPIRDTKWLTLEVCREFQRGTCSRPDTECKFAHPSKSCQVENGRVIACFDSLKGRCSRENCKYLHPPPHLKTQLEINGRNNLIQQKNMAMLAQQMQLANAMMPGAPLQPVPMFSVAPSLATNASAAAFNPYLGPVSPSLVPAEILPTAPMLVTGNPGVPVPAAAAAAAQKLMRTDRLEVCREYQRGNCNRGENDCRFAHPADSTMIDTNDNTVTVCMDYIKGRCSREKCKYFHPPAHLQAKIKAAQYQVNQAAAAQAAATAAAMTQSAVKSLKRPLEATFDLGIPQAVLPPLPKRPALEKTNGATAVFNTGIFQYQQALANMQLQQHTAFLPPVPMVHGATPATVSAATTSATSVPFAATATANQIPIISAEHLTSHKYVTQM
#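 Compound titration spanned 92 nM–58 uM against the MBNL1-His/biotin-(CUG)12 complex. After 60 min at room temperature with 5 nM streptavidin-XL665 and 0.055 ng/ul terbium anti-His, ratiometric 665/545 nm emission (Ex 340 nm) normalized to controls.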
# Menin-MLL TR inh: inhibitors of human menin-MLL interaction, mutant MLL peptide. O00255. Menin + Texas Red MLL mutant peptide, fluorescence polarization. Potency, µM (series often up to 61.6 µM), inactives show at the highest dose FP activity change, negative = inhibition, hits mostly inhibitors. 0.23% of 270,000 active; active = well fitted inhibition curve with a large enough effect in the polarisation, with a control signal flat, not every such curve was filed as active; inconclusive = small, poorly fitted or top-dose-only effect, or effect the other way, or a change in a side signal; inactive = no such curve, though single readings can be large or run the other way; the % refers to the polarisation; also: potency is read from the fitted curve at half-maximal effect; % of control where 0% means no effect; many of its hits are not listed in these tables
# Target sequence (O00255 whole entry, looked up): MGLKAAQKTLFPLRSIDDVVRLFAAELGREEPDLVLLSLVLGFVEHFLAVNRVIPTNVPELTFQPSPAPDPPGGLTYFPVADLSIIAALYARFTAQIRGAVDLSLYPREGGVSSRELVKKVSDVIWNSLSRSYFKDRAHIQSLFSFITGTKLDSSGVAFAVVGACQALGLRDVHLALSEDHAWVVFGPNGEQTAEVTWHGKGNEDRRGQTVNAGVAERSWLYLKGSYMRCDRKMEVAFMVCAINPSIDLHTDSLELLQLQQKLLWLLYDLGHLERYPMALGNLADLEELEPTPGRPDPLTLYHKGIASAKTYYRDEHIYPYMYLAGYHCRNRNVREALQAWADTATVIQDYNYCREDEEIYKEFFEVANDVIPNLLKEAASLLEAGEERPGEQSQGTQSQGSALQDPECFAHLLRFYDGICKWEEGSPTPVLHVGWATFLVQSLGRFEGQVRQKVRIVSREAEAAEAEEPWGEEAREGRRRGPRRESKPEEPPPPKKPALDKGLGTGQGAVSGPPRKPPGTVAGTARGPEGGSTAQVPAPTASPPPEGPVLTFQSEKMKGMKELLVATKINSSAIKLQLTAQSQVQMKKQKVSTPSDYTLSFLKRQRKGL
# A-T KAP1 phos: potential ataxia-telangiectasia treatment; AID 485349; […] A-T fibroblasts, KAP-1 phosphorylation AlphaLISA; neocarzinostatin DNA damage 30 min before lysis; 0.19% of 320,000 active; Potency, µM (top dose mostly 57.5 µM), for inactives: at the top dose activation, actives largely listed as activators; also: potency is read from the fitted curve at half-maximal effect; % of control where 0% means no effect; nearly all actives have a fitted effect of over 45% in size
#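 ATM-like activity read as KAP-1 phosphorylation via AlphaLISA donor/acceptor antibody pairs after lysis and 6 hr at 25C. Cells were ATM-null patient fibroblasts ([…], hTERT), dosed 60 min, then exposed to the DSB inducer NCS for 30 min.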
# Mito fusion act: blocks mitochondrial division or promotes mitochondrial fusion; S. cerevisiae fusion-defective mutant growth rescue, CellTiterGlo 48 h; 0.23% of 320,000 active; Potency, µM (series often up to 46.1 µM), for inactives: at the top dose growth rescue (activation), most hits filed as activators;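 also: potency is read from the fitted curve at half-maximal effect; % of control where 0% means no effect; nearly all actives have a fitted effect of over 45% in size; temperature-sensitive fusion mutants such as fzo1-1 at 37 °C on non-fermentable ethanol glycerol medium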
#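 Luminescent cell viability in 1536-well qHTS format served as the measure of rescued growth in ts fusion-mutant S. cerevisiae cultured on non-fermentable YPEG for 48 hours at 37C.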
# a7 integrin act: activators of alpha7 integrin expression for muscular dystrophy; alpha7betagal myoblasts, beta-gal FDG fluorescence, 48 h; 0.064% of 350,000 active; AID 624291; Potency, µM (top dose mostly 38.3 µM), without a hit: top-dose activation, actives largely listed as activators;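 also: potency is read from the fitted curve at half-maximal effect; 100% = response of the positive control SU9516; nearly all actives have a fitted effect of over 60% in size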
#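 Alpha7betagal+/- myoblasts (passage 13) were plated 16-24 hr, then exposed to compounds (1:260 dilution of DMSO stock) for 48 hours at 37C. After MPER lysis, β-galactosidase reporter activity was read as FDG fluorescence (ex 480/em 540) after 30 minutes.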
# TCR activator: activates T cell receptor signaling; primary human leukocytes, anti-CD3, IL-2 HTRF, 48 h; Potency, µM (highest dose often 9.22 µM), for inactives: at the highest dose activation of IL-2 secretion, usual class: activators; 330,000 tested, under 10 active; AID 504894; also: % of control where 0% means no effect
#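 Using a-CD3 beads without co-stimulation, primary human leukocytes were exposed to compounds for 48 hr. An HTRF IL-2 kit measured the cytokine, with europium-to-d2 energy transfer producing emission at 665nm upon 320nm excitation.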
# The depositor's hits bear a star; ? = inconclusive; . = no result given; & = joins results of further samples; [ ] = dose if it differs, or a comment. Unless noted, calls follow the shape of the dose curve; as a rule, active = well fitted curve in the direction sought with a large enough effect; inconclusive = small, poorly fitted or top-dose-only effect, or another doubt; inactive = no such curve, though single readings can be large; an effect the other way counts as inactive or inconclusive. A portion of the library; rates above refer to the full screens.
SMILES,CXXC DNA block,PTAP TSG101 blk,ASM inhibitor,TSHR antag,MBNL1-CUG inh,Menin-MLL TR inh,A-T KAP1 phos,Mito fusion act,a7 integrin act,TCR activator
O=C(Nc1ccc(Nc2ccccc2)cc1)c1ccc(F)cc1,21%,-1%,-4%,-7,6%,?,-9%,-3%,-10%,6%
COc1cccc(N(CC(=O)NC2CCCC2)C(=O)Cn2nnc(-c3ccc(C)cc3)n2)c1,2%,-2%,-7%,3,1%,-30%,2%,6%,14%,-7%
O=C(COC(=O)C1CCN(S(=O)(=O)c2cccs2)CC1)NCc1ccccc1,-5%,-13%,-2%,0,-2%,0%,22%,-5%,15%,-6%
Cc1cc(C)c2c(CN3CCN(Cc4ccccc4)CC3)cc(=O)oc2c1C,4%,-2%,-2%,-3,-2%,?,4%,0%,-19%,0%
CCNc1nc(NC(C)C)nc(ON=C(C)C)n1,13%,.,.,-3,-17%,1%,-11%,-25%,.,-18%[46.1 µM]
Cc1ccc(C)c(NC(=S)N2CCC(NC(=O)c3ccc(F)cc3)CC2)c1,5%,2%,-2%,-2,-2%,-8%,-2%,-7%,-15%,0%
COc1ccccc1N1CCN(C(=O)C(=O)c2cn(CC(=O)N3CCCCCC3)c3ccccc23)CC1,-2%,1%,-1%,-4,3%,.,4%,2%,-31%,-1%
O=C(COC(=O)C1CC1)NCCNC(=O)COC(=O)C1CC1,.,0%,1%,6,.,.,-1%,-6%,17%,-2%
CC/C(=C/c1ccccc1)c1cccc2[nH]c3c(OC)cccc3c12,10%,-3%,1%,1,2%,?,?,-13%,-19%,0%
CCC(CC)C(=O)Nc1cccc(/C(C)=N/NC(=O)c2c(Br)cnn2C)c1,-17%,-8%,-1%,3,7%,14%,4%,-1%,12%,-4%
O=C(COC(=O)c1ccc[n+]([O-])c1)Nc1ccc([N+](=O)[O-])cc1C(F)(F)F,.,0%,0%,.,.,.,9%,.,11%,5%
O=C(CCN1CCOCC1)Nc1c(-c2ccccc2)c2cc(Br)ccc2[nH]c1=O,4%,-9%,-5%,-1,-8%,-8%,5%,8%,-18%,.
COc1ccc(N2C(=O)C3CCCN3C2c2ccc(Cl)cc2)cc1 (configuration not stated),1%,-2%,0%,-3,15%,-7%,-4%,-3%,-19%,-3%
O=C(Nc1ccccc1F)Oc1cccc(OC(=O)Nc2ccccc2F)c1,9%,-5%,4%,-10,9%,30%,2%,-2%,-8%,-12%
CCCCCCCNC(=O)C1(CC2CC(c3ccccc3)=NO2)CCNCC1 (configuration not stated),.,-1%,-6%,-15,.,.,5%,-15%,-43%,4%
Cc1ccccc1Nc1ncnc2c1cnn2C,1%,-5%,4%,-5,-1%,-10%,-1%,3%&3%,15%,5%
Cc1cccc(NC(=O)CSc2nc(C)c(CC(=O)c3ccc(Br)cc3)c(C)c2C#N)c1C,49%[activator],0%,-2%,8,3%,.,1%,0%,-26%,11%
CN(C)CCCN(Cc1ccccc1)C(=S)Nc1ccc(OC(F)F)cc1,11%,-5%,3%,-3,-19%,1%,3%,-8%,-12%,1%[46.1 µM]
COCCN(CC(=O)Nc1cccc(C)c1C)C(=O)c1ccc2ccccc2n1,.,-3%,6%,4,.,.,5%,5%,26%,-8%
CCC(C)NC(=O)c1cnc2n(c1=O)CCS2 (configuration not stated),-4%,-5%,6%,-5,3%,-1%,-5%,5%,-8%,6%
S=C(NCC1CCCCC1)Nc1ccc(Oc2ccccc2)cc1,10%,1%,-1%,-41,.,25%,1%,2%,-6%,-1%[46.1 µM]
COc1ccc(N2CCN(CC(O)COc3cc(C)ccc3C)CC2)cc1 (configuration not stated),-5%,0%,-1%,1,-1%,-28%,-23%,-22%,-27%,-4%
CCN(CCn1cccn1)C(=O)C1CCC(=O)N(CC2CCCCC2)C1 (configuration not stated),50%[activator],-3%,4%,21,1%,-1%,-1%,7%,21%,4%
CC(C)Oc1ccccc1C1(c2ccccc2)NC(=O)NC1=O (configuration not stated),-3%,-6%,3%,-4,1%,-3%,5%,1%,-26%,6%
COc1ccc(-c2[nH]ncc2CN2CCCCCCC2)c(OC)c1,11%,-1%,0%,-2,11%,-19%,11%,1%,-22%,-2%

# Of the compounds above, 3 contain an NH in an aromatic ring:
SMILES,CXXC DNA block,PTAP TSG101 blk,ASM inhibitor,TSHR antag,MBNL1-CUG inh,Menin-MLL TR inh,A-T KAP1 phos,Mito fusion act,a7 integrin act,TCR activator
CC/C(=C/c1ccccc1)c1cccc2[nH]c3c(OC)cccc3c12,10%,-3%,1%,1,2%,?,?,-13%,-19%,0%
O=C(CCN1CCOCC1)Nc1c(-c2ccccc2)c2cc(Br)ccc2[nH]c1=O,4%,-9%,-5%,-1,-8%,-8%,5%,8%,-18%,.
COc1ccc(-c2[nH]ncc2CN2CCCCCCC2)c(OC)c1,11%,-1%,0%,-2,11%,-19%,11%,1%,-22%,-2%

# Going on with the list.
SMILES,CXXC DNA block,PTAP TSG101 blk,ASM inhibitor,TSHR antag,MBNL1-CUG inh,Menin-MLL TR inh,A-T KAP1 phos,Mito fusion act,a7 integrin act,TCR activator
CCSc1nc2ccccc2n1CC(=O)OC,-8%,-8%,3%,11,4%,-3%,-1%,6%,-7%,7%
Cc1ccc2c(cnn2C(=O)CCC(=O)NCc2cccc(Br)c2)c1,.,-2%,-7%,1,-6%,5%,6%,-3%,4%,-18%
CC(=O)NC(O)C(=O)c1ccccc1 (configuration not stated),-8%,-3%,2%,0,7%,21%,0%,2%,19%,-4%
Cc1ccc(S(=O)(=O)Nc2csc(C)c2C(=O)O)cc1,4%,1%,3%,-3,?,.,0%,-1%,19%,2%
Cc1ccc(NS(=O)(=O)c2cccc(C(=O)Nc3cc(C)on3)c2)cc1,-5%,-2%,-17%,-3,-9%[11.5 µM],5%,-2%,22%,-12%,9%[46.1 µM]
COc1ccc(CNC(=O)C(C)c2ccc([N+](=O)[O-])cc2)cc1 (configuration not stated),-8%,-2%,-1%,6,?,-10%,0%,-2%,-22%,1%
CCN(CC)C(=O)CSc1nc2ccccc2c(=O)n1CCC(=O)NCc1ccc(F)cc1,10%,-3%,3%,12,-7%,-21%,11%,6%,-14%,-6%
COc1ccc(CCNc2nc3ccccc3n3nnnc23)cc1OC,67%[activator],2%,4%,8,19%,-2%,0%,2%,0%,-6%
CCCCN(Cc1ccco1)S(=O)(=O)c1csc(C(N)=O)c1,-3%,-4%,-1%,3,3%,4%,-1%,-5%,-56%[inhibitor],7%
CCOc1cc(/C=N/NC(=O)CNc2ccc(C)cc2)ccc1OC(=O)c1ccccc1,123%[activator],-12%,-13%,11,-1%,2%,3%,-2%,-25%,7%
COc1ccc(-c2c(-c3cc(OC)cc(OC)c3)n(C)c3ccc(-c4cccc5[nH]ccc45)cc23)cc1,.,-8%,20%,15,.,.,?,9%,7%,3%
COc1ccccc1NC(=O)CCSc1ccc(C)cc1,8%,-5%,2%,-8,2%,-1%,3%,0%,?,0%
Cc1ccc(NC(=O)CN(c2ccc(Cl)cc2)S(=O)(=O)c2cc([N+](=O)[O-])ccc2Cl)c(C)c1,25%,1%,-3%,-13,7%,?,-3%,1%,-23%,-3%
CC1(C)CC(=O)C2=C(C1)O[C@@]1(CCCCN3C(=O)c4ccccc4C3=O)Cc3ccccc3C2O1,-21%[23 µM],.,.,.,3%[11.5 µM],10%[11.7 µM],2%[11.5 µM],0%[9.22 µM],.,.
CCCCCCNc1nc(-c2ccc(OC)cc2)c(CCC(=O)O)s1,4%,0%,13%,8,-9%,5%,-15%,-6%,7%,2%[46.1 µM]
O=S(=O)(Nc1ccccc1F)c1ccc(Cl)nc1,.,0%,4%,9,.,.,4%,3%,-17%,-4%
CCOC(=O)C(C)Sc1ccc2nnc(-c3ccc(F)cc3)n2n1 (configuration not stated),-8%,-8%,-2%,-10,22%,-27%,-1%,11%,-12%,-6%

# Single values from the list:
# COc1cccc(N(CC(=O)NC2CCCC2)C(=O)Cn2nnc(-c3ccc(C)cc3)n2)c1 in A-T KAP1 phos is listed with 2%
# Cc1cccc(NC(=O)CSc2nc(C)c(CC(=O)c3ccc(Br)cc3)c(C)c2C#N)c1C in TCR activator is listed with 11%

# Compound activity from PubChem.
